DNMT1 inh = human DNMT1 methyltransferase inhibitors, primary screen, biochemical, molecular beacon, fluorescence, HinP1I cleavage, uHTS; DNA (cytosine-5)-methyltransferase 1 (Homo sapiens), P26358; inhibition (reported as % activation of signal), % at 10 µM; 360,000 tested, 0.83% active; AID 588458, 2011; in the data active = inhibition above about 50%
CSN inh = inhibitors of CSN-mediated cullin deneddylation, primary screen, biochemical, fluorescence polarization, uHTS; COP9 signalosome complex subunit 5 (Homo sapiens), Q92905; Purified CSN, SCF-Nedd8-OG deneddylation; inhibition, % at 12.5 µM; 360,000 tested, 0.38% active; AID 651999, 2013;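 active = pattern-corrected inhibition above about 35%, with an unprinted fluorescence ratio check between 0.5 and 1.5, limit read from the data, passing the limit was not always enough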;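 note: 0% = enzyme with substrate and 100% = substrate without enzyme; some results filed as inactive read as strong as hits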
Target sequence (Q92905 whole entry, looked up, one chain of several): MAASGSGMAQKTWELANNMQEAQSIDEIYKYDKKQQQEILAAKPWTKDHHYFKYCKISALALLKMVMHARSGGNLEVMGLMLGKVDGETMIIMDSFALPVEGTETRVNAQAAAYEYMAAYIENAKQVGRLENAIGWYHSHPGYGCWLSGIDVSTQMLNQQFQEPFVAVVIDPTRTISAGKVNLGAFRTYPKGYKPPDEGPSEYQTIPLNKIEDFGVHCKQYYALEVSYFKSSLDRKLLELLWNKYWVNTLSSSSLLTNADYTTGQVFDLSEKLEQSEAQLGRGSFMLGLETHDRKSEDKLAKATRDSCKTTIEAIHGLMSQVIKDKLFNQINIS
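Test system: purified human Csn5 enzyme expressed in HEK293T cells. Amount: 0.24 nM enzyme. Reagent: SCFSkp2-Nedd8OG substrate at 10 nM final. Schedule: 90 min incubation of compound, enzyme and substrate at room temperature. Detection: fluorescence polarization. Read-out: % inhibition of substrate cleavage by Csn5.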
Scp1 inh = Scp-1 phosphatase inhibitors, primary screen, biochemical, colorimetric, uHTS; inhibition, % at 20 µM; Carboxy-terminal domain RNA polymerase II polypeptide A small phosphatase 1 (Homo …; 340,000 tested, 0.88% active; Recombinant Scp1, phosphopeptide, malachite green phosphate absorbance;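 active = inhibition above about 50% at 20 µM, limit read from the data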;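 note: plate controls were DMSO wells with enzyme for no effect and wells lacking enzyme for full effect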
Target sequence (Q9GZU7 76-261 limits assumed): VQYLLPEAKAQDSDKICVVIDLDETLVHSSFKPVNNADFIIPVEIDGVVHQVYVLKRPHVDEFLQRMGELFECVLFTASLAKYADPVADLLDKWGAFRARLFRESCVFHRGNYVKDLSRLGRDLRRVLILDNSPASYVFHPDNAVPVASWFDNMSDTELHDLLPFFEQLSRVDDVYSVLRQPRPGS
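Incubation: 45 min enzyme reaction at room temperature / System: truncated SCP-1 phosphatase (76-261aa) / Reagent: Phospho 17-mer peptide substrate / Buffer or medium: Acidic Tris acetate buffer with magnesium and detergent / Signal: absorbance at 630 nm / Doses: one concentration, 20 µM, with 1.0% DMSO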
Rpn11 block = Rpn11 (PSMD14) deubiquitinase inhibitors, primary screen, biochemical, fluorescence polarization, uHTS. calls only at 20 µM. AID 588493, 2011. human 26S proteasome, Ub4-pepOG fluorescence polarization; 20S core pre-blocked with epoxomicin. 360,000 tested, 0.59% active. 26S proteasome non-ATPase regulatory subunit 14 (Homo sapiens), O00487;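 active = inhibition at 20 µM, scaled to each plate's controls, above about 33%, limit read from the data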
Target sequence (O00487 whole entry, looked up): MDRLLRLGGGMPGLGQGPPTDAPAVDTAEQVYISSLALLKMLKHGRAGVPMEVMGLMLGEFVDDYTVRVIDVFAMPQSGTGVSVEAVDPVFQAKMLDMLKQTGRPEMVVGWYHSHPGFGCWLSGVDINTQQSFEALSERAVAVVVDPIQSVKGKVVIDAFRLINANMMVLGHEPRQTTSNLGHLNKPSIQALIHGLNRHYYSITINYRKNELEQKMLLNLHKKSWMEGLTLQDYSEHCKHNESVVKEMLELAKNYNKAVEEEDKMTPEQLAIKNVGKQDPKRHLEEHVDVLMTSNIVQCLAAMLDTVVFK
SUMO1 PPI mod = modulators of SUMO1 protein-protein interactions, primary screen, biochemical, uHTS | 360,000 tested, 0.33% active | AID 602429, 2012 | SUMO1 binding to a labelled peptide, TR-FRET, 1 h | inhibition, % at 20 µM; in the data active = inhibition above about 37%
Tb MetRS inh = T. brucei MetRS inhibitors, primary screen, biochemical, luminescence. 360,000 tested, 0.4% active. purified T. brucei MetRS, ATP depletion, Kinase-Glo luminescence. inhibition, % at 11.9 µM. methionyl-tRNA synthetase (Trypanosoma brucei brucei). AID 624268, 2012;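 active = inhibition above a per-plate cutoff of the control wells' mean inhibition plus 3 SD, cut at about 5.5% in these data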;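 note: 0% = DMSO wells median and 100% = median of wells with control inhibitor compound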
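System: purified T. brucei MetRS enzyme / Detection: Kinase-Glo luciferase luminescence reporting remaining unconsumed ATP / Medium: HEPES buffer with MgCl2, KCl, DTT, spermine, BSA, pyrophosphatase / Replication: singlicate, one well per compound / Evaluation: percent inhibition relative to median high and low control wells / Schedule: 2 h aminoacylation at 25 °C after 15 min preincubation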
NadD inh = inhibitors of S. aureus NadD, primary screen, biochemical, colorimetric, uHTS. 360,000 tested, 0.78% active. purified NadD enzyme, colorimetric absorbance read-out. Nicotinate-nucleotide adenylyltransferase NadD (Staphylococcus aureus N315). AID 602399, 2012. inhibition, % at 20 µM; in the data active = inhibition above about 26%; note: some compounds past the cut are filed as inactive
STEP block = STEP phosphatase inhibitors, primary screen, biochemical, fluorescence intensity, uHTS; Tyrosine-protein phosphatase non-receptor type 5 (Homo sapiens), P54829; recombinant STEP, OMFP fluorogenic substrate; inhibition, % at 20 µM; 360,000 tested, 0.25% active; AID 588621, 2011;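 active = inhibition at 20 µM, scaled per plate between control wells, above about 37%, limit read from the data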;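 note: 0% = DMSO with enzyme and substrate and 100% = substrate only without enzyme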
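Measure: Control-normalized % inhibition with plate pattern correction | Test system: STEP phosphatase, cell-free reaction | Medium: pH 6.0 Bis-Tris with DTT and Tween 20 | Technique: Fluorescence, 480/540 nm | Times: Reaction 20 min, ambient temperature | Doses: Single compound dose of 20 µM, 1% DMSO final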
PABP1 MLLE inh = inhibitors of PABP1 MLLE–PAM2 peptide binding, primary screen, biochemical, fluorescence polarization, FITC-PAM2, GST-MLLE | Polyadenylate-binding protein 1 (Homo sapiens), P11940 | inhibition, % at 20 µM | 360,000 tested, 0.36% active; in the data active = inhibition above about 35%, passing the limit was not always enough;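 note: plate controls were DMSO wells with GST-MLLE for no effect and wells lacking GST-MLLE protein for full effect; some results filed as inactive read as strong as hits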
LMPTP block = LMPTP phosphatase inhibitors, primary screen, biochemical, fluorescence intensity, uHTS. Low molecular weight phosphotyrosine protein phosphatase (Homo sapiens), P24666. recombinant LMPTP-A, OMFP fluorogenic substrate. inhibition, % at 20 µM. 360,000 tested, 0.22% active. AID 651560, 2012;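 active = compounds that cut the enzyme signal by at least half of the control window in the single-dose screen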;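 note: plate controls were DMSO wells with enzyme plus substrate for no effect and substrate without enzyme for full effect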
Target sequence (P24666 whole entry, looked up): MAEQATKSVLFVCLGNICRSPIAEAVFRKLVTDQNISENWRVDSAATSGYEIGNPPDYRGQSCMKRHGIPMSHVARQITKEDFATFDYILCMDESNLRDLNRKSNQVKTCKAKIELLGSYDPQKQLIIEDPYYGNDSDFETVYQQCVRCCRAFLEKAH
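material = LMPTP-A | quantity = 0.625 nM enzyme | reagent = OMFP substrate, 400 µM final | buffer or medium = Bis-Tris pH 6.0, DTT, detergent | detection = endpoint fluorescence intensity from OMFP dephosphorylation | dosing = single 20 µM dose | read-out basis = % inhibition relative to no-enzyme and uninhibited control wells | control set = no-enzyme and uninhibited controls | timing = 50 min at room temperature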
* = called active by the depositor; i = inactive; · = no result given. Not a hit list; about 3.6% have a hit in one of these screens.

Below each SMILES: SUMO1 PPI mod	Tb MetRS inh	DNMT1 inh	PABP1 MLLE inh	STEP block	NadD inh	LMPTP block	Scp1 inh	CSN inh	Rpn11 block
Cc1ccc(O)c(C(=O)c2cnc3c(c2)COc2ccc(C)cc2-3)c1
  -4	-0.6	-6	5	4	12	3.7	-1	1	i
CC(C)c1cc(=O)n2[nH]c(SCc3ccc(Cl)cc3)nc2n1
  13	-0.7	-1	-4	-2	1	0.5	-7	-1	i
O=C(C[C@H]1C[C@H](C(=O)N2CCOCC2)[C@@]2(CCC3CCCC3)c3[nH]c4cc(-c5ccco5)ccc4c3CCN2C1=O)NCCCn1ccnc1
  3	0.1	-17	-18	-2	17	-7.9	1	-1	i
COc1cccc(NC(=O)CNC(C)CCC(C)C)c1 (centres undefined)
  20	-1.8	1	16	-2	-5	-2.2	1	-2	i
COc1cc(OC)c(C=Cc2ccncn2)c(OC)c1
  -5	-0.2	1	-6	-1	1	-1.6	·	0	i
NS(=O)(=O)c1ccc(CNC(=S)NCc2ccc(Cl)cc2)cc1
  1	0.5	1	-14	-2	3	-1.2	0	-18	i
O=C(CCCOc1ccccc1)Nc1cc(S(=O)(=O)N2CCOCC2)ccc1N1CCOCC1
  -9	-0.2	1	3	-2	3	-0.8	-1	0	i
O=C(CN1CCN(c2ccccc2O)CC1)NC(=O)NCc1ccccc1
  1	-0.3	-5	-7	0	3	-0.2	-2	-4	i
CCOC(=O)c1ccc2c(c1)nc(C1CCN(S(=O)(=O)c3cccs3)CC1)n2CC
  3	-0.7	9	4	2	5	2.2	3	1	i
CCC(N=c1cc(-c2ccc(OC)c(OC)c2)oc2ccc(C)cc12)C(=O)O (centres undefined)
  -17	0.1	6	-1	-3	-2	-1.3	1	-1	i
O=C(C1=C[C@@H](C2CC2)C[C@@H](OCc2ccc(CO)cc2)O1)N1CCN(Cc2ccc3c(c2)OCO3)CC1
  4	-0.5	-2	0	1	-8	-0.6	-1	-5	i
O=C(c1cccc(S(=O)(=O)N2CCOCC2)c1)N1CCCCCC1
  0	-0.3	-1	10	-1	-2	-1.6	-1	-2	i
CC[C@@H]1C(c2ccc(F)cc2)=NN(c2ccccc2)[C@H]1C(=O)N1CCOC1=O
  -7	0.0	-8	-192	-1	-5	2.3	-4	5	i
O=C(CSc1ncccn1)Nc1ccc2c(c1)CCC2
  0	-0.4	-4	-19	3	-5	-1.0	-13	-2	i
COc1ccc(S(=O)(=O)n2cccc2)cc1OC
  -2	-0.1	-1	-3	2	-7	-0.1	-2	-2	i
CCC(C)(C(=O)NC1CCCCC1)N(C(=O)Cc1cccs1)c1ccccc1 (centres undefined)
  -3	-0.8	4	3	-1	1	-0.7	0	1	i
CC(C)c1nc(SCC(=O)N2CCc3ccccc32)n[nH]1
  3	-0.1	-1	-1	1	-2	-1.7	-2	7	i
CC(C)(C)c1ccc(OCC(=O)NNC(=O)Nc2ccccc2)cc1
  3	0.4	3	0	-2	-2	0.3	-8	0	i
COc1ccc(S(=O)(=O)Oc2cccc(C(=S)N3CCOCC3)c2)cc1
  -2	-0.5	-2	11	2	-11	1.3	-5	0	i
CN(C)c1ccc(-c2ccnc3c2CC(C)(C(=O)Nc2ccc(Cl)c(C(F)(F)F)c2)O3)cc1 (centres undefined)
  2	0.2	-17	-12	1	14	2.0	·	0	i

The closing two compounds of the part before lead into the next.
Below each SMILES: SUMO1 PPI mod	Tb MetRS inh	DNMT1 inh	PABP1 MLLE inh	STEP block	NadD inh	LMPTP block	Scp1 inh	CSN inh	Rpn11 block
COc1ccc(S(=O)(=O)Oc2cccc(C(=S)N3CCOCC3)c2)cc1
  -2	-0.5	-2	11	2	-11	1.3	-5	0	i
CN(C)c1ccc(-c2ccnc3c2CC(C)(C(=O)Nc2ccc(Cl)c(C(F)(F)F)c2)O3)cc1 (centres undefined)
  2	0.2	-17	-12	1	14	2.0	·	0	i
OC(c1ccccc1)C(Nc1ccccn1)c1ccccc1 (centres undefined)
  0	-0.4	55*	-11	-1	-1	-0.8	1	-3	i
Cc1nn(C)c(C)c1CN(C)S(=O)(=O)c1ccc(F)cc1
  -3	-1.8	-2	5	3	-5	-0.4	-5	2	i
Cn1nnnc1SCC(=O)N1CCN(c2ccc(Cl)cc2)CC1
  -1	0.1	-6	-88	-2	7	-0.3	5	-1	i
NC(=O)COC(=O)CNC(=O)c1cc(Cl)cc([N+](=O)[O-])c1
  -25	-0.9	2	9	3	1	-0.5	-4	-2	i
O=C(CCn1nc(-c2ccc(F)cc2)ccc1=O)NCc1ccccc1
  -6	-0.9	2	-1	-1	-1	-1.4	-7	-4	i
Cc1cc(SCC(=O)N/N=C/c2ccc(O)c(O)c2)c(C)cc1Br
  12	41*	0	1	2	-1	-0.1	-6	-2	i
CCOC(=O)/C(C#N)=C/c1ccc(OCC(=O)Nc2ccc(OC)cc2)c(OC)c1
  -2	-1.1	-15	6	1	-6	1.5	2	-3	i
CCOC(=O)c1c(C)[nH]c(C(=O)CN2C(=O)NC(CC)(c3ccccc3)C2=O)c1C (centres undefined)
  0	-1.5	-4	0	-3	-4	-0.4	-5	-3	i
O=C(NCCc1ccccc1)C1CCC(=O)N1C1CCCC1 (centres undefined)
  2	0.4	0	-11	-3	-1	-0.5	-12	-2	i
COc1cc2c(cc1/C=C1/NC(=O)N(CC(=O)Nc3ccccc3)C1=O)OCO2
  -6	-1.5	7	-22	1	4	0.4	3	-4	i
CC(Sc1nnc(-c2cccnc2)n1N)C(=O)Nc1ccc2c(c1)OCCO2 (centres undefined)
  0	-0.5	-2	-4	0	-1	-0.3	4	0	i
CC(C)[C@H](NS(=O)(=O)c1ccccc1)C(=O)OCC(=O)NC1CCCCC1
  11	0.3	-5	-6	-1	2	0.7	-2	2	i
N#CC1(c2ccccc2)CCC(=NO)CC1 (centres undefined)
  1	-0.2	-1	5	-2	3	1.1	-8	1	i
Cc1cc(C)c(S(=O)(=O)N2CCOC2CNC(=O)C(=O)NCc2ccco2)c(C)c1 (centres undefined)
  1	-0.5	4	1	-1	6	-0.5	10	-1	i
O=C(CN1CCN(CC(=O)Nc2ccccc2Cl)CC1)NCC1(N2CCCCC2)CCCCC1
  -5	-0.1	2	14	-3	-13	-0.4	-2	1	i
COc1ccc(OC)c(N2C(=O)[C@@H]3C(c4ccccc4Cl)=NO[C@@H]3C2=O)c1
  13	0.3	114*	-8	55*	-4	27	48	40*	i
Cc1cccc(C)c1NC(=O)C1=C(O)c2sccc2N(C)S1(=O)=O
  -8	0.3	-1	10	3	-3	0.8	-13	0	i
COc1cccc(C2=NOC(C(=O)N3CCOCC3)C2)c1 (centres undefined)
  -1	-1.2	0	10	0	-4	-0.6	3	-2	i
O=S(=O)(c1ccccc1)c1nc(-c2ccc(F)cc2)oc1NCC1CCCO1 (centres undefined)
  -1	0.2	-3	14	0	-2	0.0	-15	-1	i
Cc1nc(C)c(C(=O)Nc2cccc(C)c2C)s1
  4	0.1	1	-5	1	-5	-0.5	-6	-1	i

Below each SMILES: SUMO1 PPI mod	Tb MetRS inh	DNMT1 inh	PABP1 MLLE inh	STEP block	NadD inh	LMPTP block	Scp1 inh	CSN inh	Rpn11 block
Cc1cccc(C2=NN(c3ccc(Br)cc3)[C@@H](C(=O)N3CCOC3=O)[C@@H]2c2ccccc2)c1
  -9	-1.7	-1	2	0	19	2.6	-4	4	i
Cc1c(NC(=O)c2cccc(S(=O)(=O)N3CCOCC3)c2)c(=O)n(-c2ccccc2)n1C
  1	-0.6	0	4	-4	5	-1.7	-4	4	i
Cc1oc2c(c(=O)c1C)C(=O)CC(c1ccccc1)C2 (centres undefined)
  2	-1.8	-1	3	-1	-1	-0.8	-5	8	i
CN(C1CCCC1)C1CCN(C(=O)CNC(=O)/C=C/c2ccccc2)CC1
  -2	-0.3	-2	-2	0	0	-1.2	-4	1	i
CCOc1ccc(C(C(=O)NCC2CCCO2)N(Cc2cccs2)C(=O)c2snc(C(N)=O)c2N)cc1 (centres undefined)
  -13	0.4	0	-2	1	-3	-0.2	-2	-2	i
CCOC(=O)[C@@H]1[C@H]2COc3cc(OC)ccc3[C@H]2N2C(=O)N(c3cccc(Cl)c3)C(=O)[C@@]12C
  4	-0.4	-5	4	1	-3	1.2	-7	2	i
CC(=O)NCN1CCN(CNC(C)=O)CC1
  0	-1.1	-1	0	0	2	-1.0	3	-2	i

Assay outcomes (PubChem BioAssay)
